p-CIP stab down: p/CIP-EGFP fusion destabilizers, primary screen, fluorescence, F442A cells | 16 h | decrease of EGFP signal, % at 10 µM | hit rate 0.01% among 290,000 | AID 1984, 2009;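 active = EGFP signal decrease of at least 30% at 10 µM or well 3 SD below plate mean, unless failing retest; inactive = the rest, including hits failing retest or dose response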; also: some compounds called inactive have numbers as strong as hits; many of its hits are not listed in these tables
UBC9 SUMO inh: inhibitors of in vitro SUMOylation cascade, primary screen, biochemical, HTRF, uHTS; SUMO-conjugating enzyme UBC9 (Homo sapiens), P63279; HTRF SUMOylation assay, SAE1/SAE2 + UBC9; inhibition, % at 35 µM; hit rate 0.36% among 290,000; AID 2006, 2009; in the data active = inhibition above about 50%, passing the limit was not always enough; also: strong numbers were not always called active
Target sequence (P63279 whole entry, looked up): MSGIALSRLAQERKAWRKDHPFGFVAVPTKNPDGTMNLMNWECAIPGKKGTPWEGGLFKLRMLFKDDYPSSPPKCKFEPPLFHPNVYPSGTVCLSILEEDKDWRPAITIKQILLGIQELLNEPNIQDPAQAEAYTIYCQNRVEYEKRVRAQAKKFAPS
DNA FID counter: compounds displacing fluorescent DNA intercalator, primary screen, artefact control for HCV NS3 helicase inhibitor project, biochemical, FID fluorescence; DNA fluorescent intercalator displacement; hit rate 0.17% among 290,000; inhibition, % at 7.9 µM; in the data active = inhibition above about 37%;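 also: 0% = vehicle and 100% = reference compound; higher means more ethidium bromide displaced from hairpin DNA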
IDE act: human IDE activators in live cells, primary screen, fluorescence polarization, HEK cells, FAbeta-B substrate. AID 493087, 2011. FAbeta-B cleavage; 0% vehicle, 100% cell-free pure enzyme wells. activation, % at 5.96 µM. Insulin-degrading enzyme (Homo sapiens), P14735. hit rate 0.073% among 340,000;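 active = activation above the mean of all tested compounds plus 3 SD, set per screening campaign, cut at about 17% in these data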
HCV NS3 hel inh: inhibitors of HCV NS3 helicase, primary screen, biochemical, Cy5 molecular beacon fluorescence; hit rate 0.56% among 290,000; NS3 helicase DNA unwinding; Hepatitis C virus NS3 helicase; inhibition, % at 10.9 µM;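 active = inhibition above the mean of all tested compounds plus 3 SD, set per campaign, cut at about 35% in these data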;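 also: 0% = DMSO wells and 100% = thioflavine S control wells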
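System: Hepatitis C virus NS3 helicase domain fragment enzyme | Reagent: Annealed dual-labelled DNA beacon duplex, ATP-started | Compound dosing: 10.9 µM single point, 0.8% DMSO | Incubation: 1 h reaction at 25 °C, ATP-initiated | Technique: Cy5 fluorescence | Evaluation: Percent inhibition from t60/t0 fluorescence ratio | Benchmarks: Low DMSO, high thioflavine S at 110 µM | Replication: Singlicate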
IDE cell inh: human IDE inhibitors in live cells, primary screen, fluorescence polarization, HEK cells, FAbetaB substrate; hit rate 0.41% among 320,000; Insulin-degrading enzyme (Homo sapiens), P14735; inhibition, % at 5.59 µM; FAbetaB cleavage;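 active = percent inhibition above the average of all tested compounds plus 3 SD, set per screening campaign, cut at about 16% in these data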;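 also: IDE supplied by intact live HEK cells; FP after avidin binding of uncleaved biotin substrate so inhibition keeps polarization high; 0% = DMSO wells and 100% = 60 µM reference IDE inhibitor Ii1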
IMP-1 inh: IMP-1 metallo-beta-lactamase inhibitors, primary screen, biochemical, epi-absorbance readout, Pseudomonas aeruginosa enzyme. AID 1556, 2009. hit rate 0.45% among 290,000. inhibition, % at 5.6 µM. metallo-beta-lactamase IMP-1 (Pseudomonas aeruginosa). purified IMP-1, nitrocefin hydrolysis, epi-absorbance fluorescence;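 active = inhibition above the mean plus 3 SD of all compounds in the same screening run, cut at about 4.5% in these data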;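 also: 0% = IMP-1 with DMSO and 100% = DMSO wells lacking enzyme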
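System: purified IMP-1 / Input: IMP-1 dispensed at 0.2 nM / Medium: 50 mM HEPES pH 7.1, 50 µM ZnSO4, 0.05% Brij 35 / Timing: 15 min enzyme–compound preincubation, then 25 min nitrocefin reaction, 25 °C / Technique: plate fluorescence quenching by hydrolysis product, ex 480/em 530 nm / Repeats: singlicate testing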
M18AAP inhibitor: PfM18AAP inhibitors, malaria aminopeptidase, primary screen, biochemical, QFRET, recombinant enzyme | AID 1822, 2009 | hit rate 1.2% among 290,000 | inhibition, % at 7.35 µM | M18 aspartyl aminopeptidase (Plasmodium falciparum 3D7) | H-Glu-NHMec fluorogenic cleavage;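 active = inhibition above the campaign mean inhibition over all tested compounds plus 3 SD, cut at about 28% in these data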;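 also: 0% = plate median of test compound wells and 100% = 2 mM ZnCl2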
VIM-2 inhibitor: VIM-2 metallo-beta-lactamase inhibitors, primary screen, biochemical, epi-absorbance readout, Pseudomonas aeruginosa enzyme | purified VIM-2, nitrocefin hydrolysis, epi-absorbance fluorescence | inhibition, % at 5.6 µM | hit rate 0.89% among 290,000 | AID 1527, 2009;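 active = inhibition above the mean of all tested compounds plus 3 SD, cutoff set per screening run, cut at about 7.5% in these data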;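 also: red hydrolysis product quenches plate fluorescence so inhibitors raise well fluorescence; 0% = enzyme with DMSO and 100% = DMSO without enzyme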
The depositor's hits bear a star; x = not tested or not shown.

Fields: IDE act | IMP-1 inh | IDE cell inh | VIM-2 inhibitor | UBC9 SUMO inh | DNA FID counter | HCV NS3 hel inh | M18AAP inhibitor | p-CIP stab down
#1 O=C(c1cccc(F)c1)N1CCN(S(=O)(=O)c2ccc(C(F)(F)F)cc2)CC1
 : 2.3 | -1.7 | -0.4 | -1.5 | 8.4 | -17.1 | -2.5 | -3.8 | 9.7
#2 Cc1cc(C)cc(OC2CCCCC2NS(=O)(=O)c2ccccc2)c1 (configuration not stated)
 : 1.1 | -3.8 | 0.9 | -1.4 | -24.1 | -28.4 | -8.3 | -4.0 | 3.1
#3 O=C1NC(=S)SC1=C1CCCC1
 : -0.3 | -1.3 | 5.7 | 0.1 | -2.5 | -7.5 | 35.8 | 35.7* | 1.7
#4 O=C(c1ccc(Cn2cc(Cl)c([N+](=O)[O-])n2)cc1)N1CCN(Cc2ccccc2)CC1
 : 4.4 | -0.1 | 8.3 | -0.9 | 11.1 | -12.4 | -6.8 | -17.1 | -6.9
#5 COCCn1nnnc1C(c1cc2cc(OC)c(OC)cc2[nH]c1=O)N1CCN(c2ccc(O)cc2)CC1 (configuration not stated)
 : 7.1 | -1.5 | -2.5 | -0.5 | 9.5 | -18.3 | 3.5 | 28.3* | -8.7
#6 CC(=O)NCCC(=O)NCC1(N(C)Cc2ccccc2)Cc2ccccc2C1
 : 9.8 | -2.7 | x | -0.9 | 7.1 | -5.2 | -3.0 | 1.5 | -6.0
#7 CC(=O)Nc1nc2ccc(C(=O)NC3CCCCC3)cc2s1
 : 1.3 | -5.1 | 1.6 | -3.7 | 11.7 | -9.2 | 0.9 | 1.3 | 1.0
#8 CC(=O)C1=C(O)C(=O)N(c2ccc(Br)cc2)C1c1ccc(Br)cc1 (configuration not stated)
 : -1.4 | -3.9 | -1.3 | -2.7 | 29.7 | -39.0 | 1.8 | 4.2 | -17.1
#9 CN(Cc1cn(C)c2ccccc12)C(=S)Nc1cc(F)cc(F)c1
 : 1.5 | -2.3 | 5.1 | -1.8 | 13.3 | 0.7 | -1.2 | 5.1 | -2.2
#10 Cc1ccc(-c2cc(-c3ccccc3)nc(Cl)n2)cc1
 : 0.1 | -2.6 | 2.5 | -2.8 | -11.0 | 0.3 | 2.9 | 1.5 | -6.3
#11 COc1ccccc1NC(=S)N1CCNC(=O)C1CC(=O)Nc1cccc(C)c1 (configuration not stated)
 : 6.9 | 0.8 | 1.8 | 2.4 | -1.5 | -15.9 | -3.9 | 14.7 | 6.6
#12 Cc1ccccc1N=CC=C1OC(C)(C)C(C)(C)O1
 : 6.1 | -1.1 | -4.8 | -1.4 | 5.8 | -9.4 | -20.9 | 0.4 | -10.6
#13 O=C(CN1C(=O)C2C3c4ccccc4C(c4ccccc43)C2C1=O)N1CCOCC1 (configuration not stated)
 : -1.4 | 2.3 | -3.6 | -4.7 | 5.4 | -4.4 | -7.4 | 1.6 | -3.0
#14 CC1(C)CC(NS(=O)(=O)OCC(Cl)(Cl)Cl)c2cc(C#N)ccc2O1 (configuration not stated)
 : 0.3 | -2.0 | 0.2 | -0.5 | -12.2 | -10.3 | -12.1 | -4.9 | -0.2
#15 CCOC(=O)N1CCN(C(=O)CCc2nc3sc4c(c3c(=O)[nH]2)CCCC4)CC1
 : 5.2 | -3.3 | -3.5 | -2.9 | 4.7 | -5.4 | 7.2 | 0.5 | 4.9
#16 N#Cc1nc(-c2ccccc2F)oc1NCc1ccccc1
 : -7.9 | -1.2 | -1.2 | 1.3 | 9.2 | -9.3 | -0.7 | 8.1 | -20.3
#17 CCc1ccc(NCc2nc3ccccc3c(=O)[nH]2)cc1
 : 4.6 | -0.1 | 3.8 | 0.6 | -7.5 | -1.5 | -3.3 | -8.0 | 4.9
#18 COc1c(C)cc(C(=O)C2CCCN(C(=O)c3cccc(F)c3)C2)cc1C (configuration not stated)
 : -3.5 | -2.8 | 1.4 | -2.1 | -8.6 | -26.7 | 2.9 | 0.6 | 6.6
#19 CCOC(=O)c1c(NC(=O)CN(CC)CC)sc2c1CCN(C(=O)OCC)C2
 : 1.7 | -2.7 | 0.6 | -3.2 | -15.1 | -19.6 | -3.7 | -13.2 | 8.9
#20 O=[N+]([O-])c1cccc(-n2nnnc2CNCc2ccccc2)c1
 : 7.3 | -2.5 | 6.0 | -4.0 | 2.4 | -2.3 | 0.1 | 2.9 | -11.9
#21 Cc1cccc(N/N=C(\C=N\N)C(=O)c2ccc(Br)cc2)c1
 : x | -1.3 | -3.4 | -4.5 | -18.7 | 1.6 | -2.0 | 1.5 | 1.8
#22 CCc1nnc(NC(=O)CCC(=O)N2CCN(Cc3ccc(Cl)cc3)CC2)s1
 : 5.7 | 0.2 | -2.4 | -1.7 | 4.9 | -24.8 | 0.7 | -0.1 | -1.8
#23 COC(=O)c1cccc(N(C(=O)c2cnccn2)C(C(=O)NC2CCCCC2)c2cn(C)nc2C)c1 (configuration not stated)
 : -2.8 | -3.4 | -6.3 | -1.1 | 19.0 | -16.3 | 10.6 | 0.2 | -0.8
#24 N#C/C(=N/O)c1nc(-c2ccc(F)cc2)cs1
 : 2.2 | -3.3 | 0.6 | -1.1 | 19.5 | -1.5 | 4.0 | 2.7 | 1.5
#25 O=C(c1nn(Cc2ccccc2)c(=O)c2ccccc12)N1CCN(c2ccccn2)CC1
 : -1.2 | -2.7 | 3.3 | -3.1 | 6.0 | -22.5 | -5.2 | -11.6 | -2.2
#26 CC1CCCC(NC(=O)COC(=O)Cc2cn3ccsc3n2)C1C (configuration not stated)
 : 8.4 | -2.7 | x | -0.9 | 9.0 | -9.5 | -6.2 | 4.4 | -3.1
#27 Cc1ccc(NC(=O)CSc2nnc(-c3ccco3)n2N)cc1F
 : 2.5 | -0.2 | 4.6 | 1.7 | 4.4 | -3.7 | 4.2 | -14.6 | -7.7
#28 O=C(Cc1cccs1)Nc1nc(-c2ccc(F)cc2F)cs1
 : 1.4 | -2.0 | -4.1 | -1.9 | -23.4 | -3.1 | -4.7 | 3.9 | 20.3
#29 COc1ccc(C2C(C(C)=O)=C(O)C(=O)N2CCCn2ccnc2)cc1 (configuration not stated)
 : 2.9 | -1.8 | -2.8 | -3.1 | 22.6 | 2.3 | -10.6 | 0.2 | -1.5
#30 COc1ccc(C2(CCN=Cc3ccc(N(C)C)cc3)CCOC(C)(C)C2)cc1 (configuration not stated)
 : 7.6 | -1.4 | -3.2 | 0.7 | -9.2 | -1.0 | -8.1 | -2.2 | 2.5
#31 Cc1cccc(-n2ncc3c2CCCC3NC(=O)CCN2Cc3ccccc3C2=O)c1C (configuration not stated)
 : -10.1 | -1.7 | 5.8 | -3.0 | 5.6 | -31.4 | -0.7 | 0.9 | -23.2
#32 COc1ccc(S(=O)(=O)NCC2CCCN(Cc3cccnc3)C2)cc1 (configuration not stated)
 : -0.5 | -2.5 | -1.7 | -1.6 | 12.9 | -3.4 | -4.2 | -0.8 | -21.3
#33 FC(F)(F)c1ccc(N2CCN(c3ncnc4c3nnn4Cc3ccccc3Cl)CC2)cc1
 : 3.0 | -2.4 | 0.7 | -3.6 | -7.2 | -3.5 | 9.8 | 4.7 | -2.1
#34 O=C(CCc1nnc(COc2ccccc2)o1)NCc1ccc(Cl)s1
 : 5.1 | -0.9 | 7.4 | -0.6 | 11.2 | -11.9 | -10.1 | -3.9 | -10.0
#35 CC(C)Cc1nnc(NC(=O)CCC(=O)N2CCN(S(=O)(=O)c3ccccc3)CC2)s1
 : -2.6 | -2.2 | 1.6 | -2.1 | 9.1 | -37.7 | -1.8 | -1.7 | -1.9
#36 CCc1ccc(N(C(=O)c2ccoc2C)C(C(=O)NC2CCCC2)c2ccc(OC)cc2)cc1 (configuration not stated)
 : 8.0 | -1.6 | -4.3 | -1.7 | -0.2 | -5.4 | -13.6 | -8.1 | -8.2
#37 NC(=O)c1cccn1Cc1cccc(Cl)c1
 : 3.0 | -2.6 | -2.9 | -1.6 | -8.8 | 0.1 | 6.3 | -2.6 | -3.0
#38 COc1ccc(CCNC(=O)C2CC(c3cc(C(F)(F)F)cc(C(F)(F)F)c3)=NO2)cc1 (configuration not stated)
 : 0.6 | x | -4.2 | x | -1.3 | x | x | x | -1.9
#39 CCOC(=O)C(NS(=O)(=O)c1ccc(Br)cc1)C(C)C (configuration not stated)
 : 0.2 | -1.8 | 1.6 | -3.2 | 17.4 | -7.2 | 1.4 | -1.4 | -10.6
#40 Cc1cc(NC(=O)c2noc3c2CCCCC3)no1
 : 2.3 | -3.6 | 3.6 | -2.0 | 12.3 | -3.5 | 0.7 | 0.0 | 9.3
#41 Cc1ccccc1Oc1nc(-c2ccccn2)nc2ccccc12
 : 6.8 | -4.1 | 10.1 | -3.1 | -8.2 | -8.8 | -1.7 | 21.0 | -5.5
#42 O=[N+]([O-])c1cccnc1S(=O)(=O)c1ccccc1
 : -1.1 | -3.4 | -0.8 | -5.9 | 2.3 | -3.0 | 11.7 | -20.1 | -29.7
#43 Cc1cccc(N2C(=O)C3CCC(c4ccccc4)CC3C2=O)c1 (configuration not stated)
 : 1.4 | -1.5 | 5.0 | -3.8 | -5.4 | -24.9 | -3.4 | 0.1 | -6.3
#44 CNc1nc(OCC(F)(F)F)nc(N2CCOCC2)n1
 : -0.9 | -4.1 | 3.9 | -2.8 | -7.3 | -0.6 | 1.0 | -1.7 | 0.7
#45 COCCn1nc2cc(C(=O)NCc3cc(C(F)(F)F)cc(C(F)(F)F)c3)ccc2c1OC
 : -2.1 | -2.5 | 1.2 | -1.6 | 40.6 | -14.8 | -1.6 | -0.3 | -15.0
#46 CCOc1ccc(CCNC(=O)CN2C(=O)NC(CCSC)C2=O)cc1OCC (configuration not stated)
 : 2.2 | -1.6 | 3.4 | -1.0 | 16.9 | -11.2 | -1.9 | 3.5 | -13.8

An excerpt of these results, field by field.
#15 CCOC(=O)N1CCN(C(=O)CCc2nc3sc4c(c3c(=O)[nH]2)CCCC4)CC1
  IDE act = 5.2; IMP-1 inh = -3.3; IDE cell inh = -3.5; VIM-2 inhibitor = -2.9; UBC9 SUMO inh = 4.7; DNA FID counter = -5.4; HCV NS3 hel inh = 7.2; M18AAP inhibitor = 0.5; p-CIP stab down = 4.9

#16 N#Cc1nc(-c2ccccc2F)oc1NCc1ccccc1
  IDE act = -7.9; IMP-1 inh = -1.2; IDE cell inh = -1.2; VIM-2 inhibitor = 1.3; UBC9 SUMO inh = 9.2; DNA FID counter = -9.3; HCV NS3 hel inh = -0.7; M18AAP inhibitor = 8.1; p-CIP stab down = -20.3

Screening results (PubChem)
